Screening data deposited in PubChem by The Scripps Research Institute Molecular Screening Center.
KLK7 zymogen act: proKLK7 (human) activation, primary screen; P49862; purified proKLK7, EDANS-DABCYL substrate fluorescence; 100% is mature enzyme control, 0% vehicle; activation, % at 7 µM; actives 0.9% (n = 370,000); AID 652039;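 active = activation above the mean of all tested compounds plus 3 SD, computed per campaign excluding outliers beyond control limits, cut at about 13% in these data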
LEDGF integ inh: blocks HIV-1 LEDGF/p75-dependent DNA integration. inhibition, % at 3.7 µM. actives 0.64% (n = 370,000). AID 743269. TR-FRET IN-LEDGF/p75 DNA integration, Eu/Cy5;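 active = inhibition above the screen-wide mean plus 3 SD, cut at about 13% in these data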;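 also: signal is the Cy5 over europium emission ratio at 671 and 618 nm; 0% = plate median of compound wells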
ADAM17 inh: inhibitors of human ADAM17 | inhibition, % at 6.95 µM | actives 0.83% (n = 370,000) | recombinant ADAM17, EDANS/DABCYL FRET peptide cleavage | P78536;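 active = inhibition above the mean of compounds lying between control limits plus 3 SD, set per campaign, cut at about 8.5% in these data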;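 also: 0% = DMSO-only wells as the low control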
Target sequence (P78536 215-824 limits assumed): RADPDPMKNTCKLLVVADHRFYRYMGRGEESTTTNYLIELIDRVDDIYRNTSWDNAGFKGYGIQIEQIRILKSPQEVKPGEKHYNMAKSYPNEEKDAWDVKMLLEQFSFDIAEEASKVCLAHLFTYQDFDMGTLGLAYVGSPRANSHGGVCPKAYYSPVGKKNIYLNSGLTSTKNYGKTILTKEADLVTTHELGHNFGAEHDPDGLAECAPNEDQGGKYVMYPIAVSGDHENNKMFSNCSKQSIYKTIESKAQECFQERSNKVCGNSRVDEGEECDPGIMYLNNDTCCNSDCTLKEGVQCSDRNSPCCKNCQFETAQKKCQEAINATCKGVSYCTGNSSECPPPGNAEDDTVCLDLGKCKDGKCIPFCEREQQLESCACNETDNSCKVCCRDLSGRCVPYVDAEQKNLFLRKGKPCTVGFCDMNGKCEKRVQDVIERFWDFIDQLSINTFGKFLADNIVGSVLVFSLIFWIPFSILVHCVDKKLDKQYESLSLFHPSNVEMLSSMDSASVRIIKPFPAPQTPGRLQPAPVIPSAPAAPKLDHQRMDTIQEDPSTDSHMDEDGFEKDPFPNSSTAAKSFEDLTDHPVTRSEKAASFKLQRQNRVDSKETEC
ADAM10 inh: inhibitors of human ADAM10; O14672; recombinant ADAM10, EDANS/DABCYL FRET peptide cleavage, 3 h; inhibition, % at 7 µM; actives 0.62% (n = 370,000); AID 720582;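 active = inhibition above a per-campaign cutoff equal to the mean of compounds falling between control-based bounds plus 3 SD, cut at about 20% in these data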;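 also: 0% = DMSO wells while the 100% control is not disclosed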
ARFGAP1 inh: inhibits rat ARF GTPase activating protein 1; Q62848; Arfgap1-stimulated ARF1 GTP hydrolysis, GDP FP detection; inhibition, % at 16.5 µM; actives 0.26% (n = 360,000);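 active = inhibition above a per-plate limit, mean inhibition of low control wells plus 3 SD, cut at about 25% in these data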;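 also: 0% = DMSO wells with enzyme and 100% = wells lacking Arfgap1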
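Material: truncated rat Arfgap1 GAP domain; Incubation: compound-enzyme preincubation 20 min, reaction 120 min, detection 60 min, 25 °C; Read-out: percent inhibition of Arfgap1-stimulated GTP hydrolysis; Technique: FP, GDP Alexa 633 tracer displaced from anti-GDP antibody, 620/688 nm; Controls: No-Arfgap1 wells (100%) versus DMSO full-reaction wells (0%); Replication: single well per compound.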
ASAP1 inh: blocks human ASAP1-stimulated Arf1 GTP hydrolysis; inhibition, % at 16.5 µM; GDP FP detection; actives 0.19% (n = 360,000); in the data active = inhibition above about 25%;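 also: 0% = vehicle with enzyme and substrate and 100% = no enzyme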
TDP2 absorb: blocks human TDP2 phosphodiesterase activity | recombinant TDP2, T5PNP hydrolysis, p-nitrophenol absorbance 415 nm | inhibition, % at 12.8 µM | actives 0.34% (n = 370,000) | AID 720702;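 active = inhibition above the mean of all tested compounds plus 3 SD, set per campaign, cut at about 25% in these data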;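 also: 0% = DMSO with enzyme and 100% = buffer with substrate but no TDP2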
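System: recombinant human TDP2 / Amount: 120 nM TDP2 per well / Also added: 5 mM T5PNP chromogenic substrate / Doses: 12.8 µM single point, 1% DMSO / Incubation: 2 h at 37 °C / Detection: p-Nitrophenol epi absorbance / Evaluation: % inhibition relative to enzyme-containing and enzyme-free wells / Repeats: singlicate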
PLCg1 inh: blocks human PLC-gamma1 enzyme activity | purified PLC-gamma1, fluorogenic substrate, fluorescence | inhibition, % at 12.2 µM | actives 0.84% (n = 370,000) | P19174; in the data active = inhibition above about 9.5%
DDE Tn6 FP inh: DD(E)-Tn6 binding inhibition, primary FP screen. inhibition, % at 8.3 µM. Fibrin DD(E) TRITC-Tn6 fluorescence polarization displacement. actives 0.21% (n = 370,000);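 active = inhibition above a per-campaign cutoff: mean of compounds within control limits plus 3 SD, cut at about 15% in these data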;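 also: 0% = median of all compound wells on the plate and 100% = blocking peptide control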
Target sequence (P02675 whole entry, looked up): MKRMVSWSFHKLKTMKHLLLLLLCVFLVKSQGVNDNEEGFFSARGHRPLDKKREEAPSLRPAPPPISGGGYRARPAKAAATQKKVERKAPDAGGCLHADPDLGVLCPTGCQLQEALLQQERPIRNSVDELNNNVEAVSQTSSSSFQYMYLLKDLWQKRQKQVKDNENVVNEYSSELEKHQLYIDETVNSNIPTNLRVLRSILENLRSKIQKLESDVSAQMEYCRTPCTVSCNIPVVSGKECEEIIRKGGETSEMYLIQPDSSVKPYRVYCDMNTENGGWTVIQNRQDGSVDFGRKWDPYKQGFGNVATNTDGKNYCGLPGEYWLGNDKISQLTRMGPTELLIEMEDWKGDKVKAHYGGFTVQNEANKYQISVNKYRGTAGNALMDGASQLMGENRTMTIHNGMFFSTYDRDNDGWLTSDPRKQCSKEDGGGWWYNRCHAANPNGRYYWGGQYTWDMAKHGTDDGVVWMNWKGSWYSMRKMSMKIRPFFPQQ
DDE Tn7 FP inh: DD(E)-Tn7 binding inhibition, primary FP screen | AID 720508 | FP displacement of FITC-Tn7 peptide from fibrin DD(E); 0% = median of compound wells per plate | actives 0.13% (n = 370,000) | inhibition, % at 8.3 µM;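 active = inhibition above the mean of compounds falling within the control limits plus 3 SD of them, cut at about 14% in these data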;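 also: 0% = plate median of compound wells and 100% = 10 µM Aha-Tn7 peptide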
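System: human fibrin DD(E); quantity: Fibrin-DD(E) at 2 µM final; also added: fluorescent Tn7 probe at 0.1 µM; compound dosing: single nominal test concentration of 8.3 µM per compound; schedule: 10 min preincubation, 3 h with tracer, room temperature; detection: fluorescence polarization of the labelled Tn7 tracer; repeats: one replicate per compound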
Numbers without * were called inactive; i = inactive.

SMILES	KLK7 zymogen act	LEDGF integ inh	ADAM17 inh	ADAM10 inh	ARFGAP1 inh	ASAP1 inh	TDP2 absorb	PLCg1 inh	DDE Tn6 FP inh	DDE Tn7 FP inh
Cc1c(C(=O)O)cccc1N1C(=O)Nc2ccccc2N1O	-0.2	-1	0	-1	8	-12	13	-1	-3	6
COc1ccc(C2/C=C\CN(C(=O)c3ccccc3)CC(=O)N2Cc2ccc(F)cc2)cc1 (configuration not stated)	0.6	-2	-4	-2	-6	10	3	3	-3	0
O=c1oc2c(CN3CCCCC3)c(O)ccc2cc1-c1nc2ccccc2[nH]1	4.8	1	-74	-241	-1	3	2	-260	2	6
CCOc1cc(/C=C(\C#N)c2nc3ccccc3[nH]2)ccc1OC(C)C(=O)O (configuration not stated)	-0.8	4	-58	-84	17	-14	-4	-184	-6	-1
Cc1cccc(C)c1OCc1cc(C(=O)NCC2CCCCC2)no1	-0.2	1	3	-1	3	-5	13	0	5	-1
CCN(CC)S(=O)(=O)c1ccc2c(c1)c(=O)c(C(=O)N1CCN(c3ccccn3)CC1)cn2C	0.4	3	0	9	1	-19	0	1	5	-2
Cc1ccc(C)c(OCCCN2CCc3ccccc3C2)c1	0.2	-1	1	6	7	11	-6	3	-5	1
Cc1ccc(-c2nc(C)sc2CC(=O)OCC(=O)Nc2ccc(F)c(Cl)c2)cc1	-0.4	0	5	12	8	12	11	0	4	-2
COc1ccc2[nH]c3nc(SCC(=O)NC4CC4)nnc3c2c1	-0.3	1	1	1	4	3	8	2	-2	-3
COc1cccc(CNC(=O)Cc2csc(NC(=O)Nc3ccccc3OC)n2)c1	0.6	2	-4	1	-3	-1	14	2	0	0
O=C(N/N=C/c1c[nH]c2ccc(Br)cc12)c1ccc2c(c1)OCO2	0.3	-2	-3	-3	13	-2	-6	-10	-3	0
Cc1nnc(NC(=O)CSc2nnc(Cc3ccccc3)n2-c2ccccc2)s1	0.4	6	-6	-5	11	-7	3	-2	-8	1
CC12CCC(C1)C(C)(C)C2NS(=O)(=O)c1ccc(F)cc1 (configuration not stated)	-0.1	2	7	12	9	-11	-29	8	1	-12
CCOC(=O)CCc1c(C)n(CC)c2cc(-c3ccccc3OC)nn2c1=O	2.0	1	-61	-178	-2	-4	1	-47	4	10
CCS(=O)(=O)c1ccc(O)c(NC(=O)c2cc(OC)c(OC)c(OC)c2)c1	0.0	-5	-4	0	12	0	1	0	-6	0

Entries of single compounds as entered above. Order of screens: KLK7 zymogen act | LEDGF integ inh | ADAM17 inh | ADAM10 inh | ARFGAP1 inh | ASAP1 inh | TDP2 absorb | PLCg1 inh | DDE Tn6 FP inh | DDE Tn7 FP inh
Cc1ccc(C)c(OCCCN2CCc3ccccc3C2)c1 is listed as 0.2 | -1 | 1 | 6 | 7 | 11 | -6 | 3 | -5 | 1
CCOC(=O)CCc1c(C)n(CC)c2cc(-c3ccccc3OC)nn2c1=O is listed as 2.0 | 1 | -61 | -178 | -2 | -4 | 1 | -47 | 4 | 10

Next records follow:
SMILES	KLK7 zymogen act	LEDGF integ inh	ADAM17 inh	ADAM10 inh	ARFGAP1 inh	ASAP1 inh	TDP2 absorb	PLCg1 inh	DDE Tn6 FP inh	DDE Tn7 FP inh
O=C(COC(=O)Cc1ccc(-c2ccccc2)cc1)NCc1ccc(F)cc1	-0.2	1	-1	5	-4	3	-15	-1	-5	2
CCOc1cc(N2CCOCC2)c(OCC)cc1NC(=O)c1cnccn1	0.2	-5	-1	-24	14	-3	-10	1	-2	0
CCOC(=O)/C(C#N)=C/c1cn(CCOc2ccccc2)c2ccccc12	0.4	-1	-2	2	7	7	0	7	2	5
COC(=O)c1c(C)[nH]c(C(C)=O)c1C	0.1	2	1	1	1	5	7	11*	2	-2
Cc1ccc(C)c(NC(=O)CSc2nnc(CNC(=O)c3cccs3)o2)c1	0.2	2	-1	4	10	-4	-5	0	4	5
CC(=O)Nc1nc(SCC(=O)NCc2ccc(F)cc2)[nH]c(=O)c1NC(=O)c1cccs1	0.1	-2	0	8	-15	-5	-2	1	7	-2
CCOC(=O)c1[nH]c2c(c1-c1ccccc1)C(=O)CC(c1ccc(OCC)cc1)C2 (configuration not stated)	-0.1	4	-1	-3	-3	-14	1	-6	0	5
CCN(CC)P(=O)(Nc1ccc(Br)cc1)c1c(C)nn(CCC#N)c1NC(=O)c1ccc(Cl)cc1 (configuration not stated)	-0.1	2	0	0	2	13	-2	1	0	5
COc1cccc(COC(=O)C2CCN(S(=O)(=O)c3ccc(C)cc3)CC2)c1OC	0.2	0	2	-2	5	-4	-1	-1	-10	1
Cc1ccc(S(=O)(=O)N2CCCC(C(=O)NNCC(=O)Nc3cc(F)ccc3F)C2)cc1 (configuration not stated)	0.2	2	3	6	5	6	-1	-2	-4	-1
CCOC(=O)C1CCN(C(=O)c2ccc(S(=O)(=O)Nc3ccccc3OC)cc2)CC1	0.7	0	1	-4	13	-5	-3	1	10	-4
Cc1ccccc1CC1(CO)CCCN(C(=O)c2ccc(F)cc2)C1 (configuration not stated)	0.0	0	1	2	10	8	1	2	1	-3
Cc1ccc(NS(=O)(=O)c2ccc3c(c2)oc(=O)n3C)c(C)c1	-0.3	0	-2	-7	-8	-7	-5	3	3	-4
N#Cc1c(-n2cccc2C=O)sc2c1CCCC2	-0.9	-2	6	8	-6	-8	-20	-2	-1	-8
C=CCn1c(CCC(=O)Nc2ccc(C)c(Cl)c2)nnc1SCC(=O)Nc1ccccc1C	0.2	-4	3	1	-12	6	-8	1	-2	-5

Fetched by compound from the list above, three records:
SMILES	KLK7 zymogen act	LEDGF integ inh	ADAM17 inh	ADAM10 inh	ARFGAP1 inh	ASAP1 inh	TDP2 absorb	PLCg1 inh	DDE Tn6 FP inh	DDE Tn7 FP inh
O=C(COC(=O)Cc1ccc(-c2ccccc2)cc1)NCc1ccc(F)cc1	-0.2	1	-1	5	-4	3	-15	-1	-5	2
CCOc1cc(N2CCOCC2)c(OCC)cc1NC(=O)c1cnccn1	0.2	-5	-1	-24	14	-3	-10	1	-2	0
N#Cc1c(-n2cccc2C=O)sc2c1CCCC2	-0.9	-2	6	8	-6	-8	-20	-2	-1	-8

Carrying on.
SMILES	KLK7 zymogen act	LEDGF integ inh	ADAM17 inh	ADAM10 inh	ARFGAP1 inh	ASAP1 inh	TDP2 absorb	PLCg1 inh	DDE Tn6 FP inh	DDE Tn7 FP inh
O=C(/C=C/c1ccccc1)Nc1cccc(C(=O)O)c1	-0.2	-1	1	-4	4	9	2	-1	-1	2
Cc1ccc2nsnc2c1S(=O)(=O)N1CCCC1	0.3	-2	-1	1	5	-7	-5	4	4	3
CCOC(=O)c1sc2nc(CSc3nc4ccccc4n3CC)[nH]c(=O)c2c1C	0.9	2	-4	-4	2	7	4	-2	-3	2
CCOC(=O)Cc1c(C)nc(Cc2ccc(OC(C)C)cc2)[nH]c1=O	0.6	-2	-7	7	7	6	-4	0	5	3
O=C(COC(=O)c1ccco1)Nc1nc2ccc([N+](=O)[O-])cc2s1	-0.6	5	6	8	2	-3	-15	-6	-3	-2
Cc1ccc(OCC(=O)Sc2ccc(C)cc2)cc1	-0.6	-4	5	14	7	-3	-9	2	-3	2
COc1ccccc1N1N=C(c2cccs2)CC1c1ccccc1 (configuration not stated)	-1.1	-1	-201	i	1	5	1	i	-9	2
Cc1ccc(Cn2c(C(C)Nc3nc(-c4ccc(F)cc4)cs3)nc3cc(C(F)(F)F)ccc32)cc1 (configuration not stated)	-0.3	0	-1	-2	-3	1	14	1	6	5
CN(NC1OC(=O)c2ccccc21)c1c([N+](=O)[O-])cc(C(F)(F)F)cc1[N+](=O)[O-] (configuration not stated)	0.1	-1	1	-2	-5	-4	8	3	2	6
COCCCNC(=O)CC1C[C@H](C(=O)N2CCOCC2)[C@@]2(C)c3[nH]c4ccc(OC)cc4c3CCN2C1=O (some centres not stated)	-0.2	6	4	1	-8	-14	-7	9	-2	-3
N=c1c(C(=O)NCC2CCCO2)cc2c(=O)n3ccccc3nc2n1Cc1ccccc1Cl (configuration not stated)	-6.0	2	-463	i	-6	-13	-8	-237	2	1
CCOc1ccc2ccccc2c1/C=N/NC(=O)CNC(=O)c1ccccc1O	0.8	4	0	-24	5	20	-1	-7	-10	2
Cc1ccc(NC(=O)Nc2ccc3c(c2)CCC3)c(C)c1	-0.4	-1	-2	-9	12	1	9	0	-5	-1
O=C(Nc1ccc(Oc2ccccc2)cc1)c1csc([C@@H]2C[C@H](O)[C@@H](CO)O2)n1	-0.8	7	4	3	3	15	-6	4	-3	-5
COc1cc(OC)c(NC(C)C(=O)N2CCCC2)cc1Cl (configuration not stated)	-0.5	5	0	4	-4	-15	-15	4	-2	-6
CC(=O)OCc1c(C(F)(F)F)nn(C)c1Oc1cccc(C(F)(F)F)c1	0.4	0	0	-1	3	14	2	5	0	-8
O=C(Nc1ccccc1C(=O)O)c1ccc(CN2C(=O)c3ccccc3C2=O)cc1	0.3	-4	-2	-9	4	12	9	0	1	4
CC(=O)NC(CC(C)C)C(=O)O (configuration not stated)	0.7	-1	-6	-13	8	-3	-10	-3	0	-1
CC(=O)c1ccc(-n2nnnc2SCC(=O)N2CCN(C(=O)c3ccco3)CC2)cc1	0.3	1	1	7	8	-4	7	3	-2	5
COc1ccc(NC(=O)c2ccc(C#CC(C)(C)O)cc2)cc1	-0.1	2	1	-1	-8	2	7	1	3	1
CCOc1ccccc1N1CCN(C(=O)c2ccccc2OCc2c(C)noc2C)CC1	-0.5	-6	-1	-15	7	-3	-8	2	-10	-1
O=C(NC1CCCC1)C(c1ccc(Cl)cc1)N1CCOCC1 (configuration not stated)	-0.4	0	1	7	-17	-10	-6	5	6	-6
O=C(CSc1nc2[nH]ncc2c(=O)[nH]1)c1ccc(Cl)cc1	0.5	-2	0	-11	1	-2	-12	4	-3	3
CCOC(=O)c1c(NC(=O)COC(=O)c2ccc(O)cc2)sc(C(=O)N(C)C)c1C	0.2	8	2	4	-3	-3	-13	2	1	1
CCCn1c2ccccc2c2cnn(CC(=O)NCCCN3CCCC(C)C3)c(=O)c21 (configuration not stated)	-0.1	1	-17	-54	-2	1	-13	3	-3	-2
NC(=O)C1CCN(C(=O)CN(c2ccc3c(c2)OCCO3)S(=O)(=O)c2ccccc2)CC1	-0.4	-3	-4	-8	-15	3	11	0	-14	2
COc1ccc(C(=O)c2coc3c2C(=O)C(=O)c2ccccc2-3)cc1	0.7	-2	-3	-8	12	7	15	5	-6	-4
Cc1ccc([N+](=O)[O-])cc1N/C=C/C(=O)c1ccco1	-0.1	-1	1	0	9	-8	2	-4	-1	0

Rows were taken by chance. Share with any hit: about 4.2%.
